Assay outcomes from PubChem.
VHR inh abs: DUSP3 (human) phosphatase inhibition. P51452. recombinant VHR phosphatase, pNPP absorbance. inhibition, % at 13.3 µM. actives 0.52% (n = 290,000). AID 1654; in the data active = inhibition above about 50%; note: some compounds called inactive have numbers as strong as hits
Target sequence (P51452 whole entry, looked up): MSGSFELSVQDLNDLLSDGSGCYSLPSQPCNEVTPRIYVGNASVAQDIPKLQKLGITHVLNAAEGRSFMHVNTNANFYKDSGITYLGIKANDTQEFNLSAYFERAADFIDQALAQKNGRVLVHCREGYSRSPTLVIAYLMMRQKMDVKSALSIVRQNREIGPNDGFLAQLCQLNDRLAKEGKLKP
SSB-PriA inh: blocks PriA binding to SSB C-terminal tail; AlphaScreen SSBct-PriA binding, biotinylated peptide; inhibition, % at 33 µM; actives 0.6% (n = 430,000); AID 1272365; in the data active = inhibition mostly above about 37%, no sharp cut-off; inactive = mostly below about 20%;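 note: plate controls were negative control peptide for no effect and reference peptide for full effect; strong numbers were not always called active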
MazEF act: increases E. coli MazEF RNase cleavage of RNA; FAM/BHQ RNA-DNA oligo cleavage fluorescence, 5 h; activation, % at 20 µM; actives 0.32% (n = 350,000); P0AE70; in the data active = activation above about 50%
Target sequence (P0AE70 whole entry, looked up): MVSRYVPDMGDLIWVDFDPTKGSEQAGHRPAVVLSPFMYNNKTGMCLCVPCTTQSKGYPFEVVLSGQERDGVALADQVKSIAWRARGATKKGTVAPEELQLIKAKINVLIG
Mtb UGM inh: inhibitors of M. tuberculosis UDP-galactopyranose mutase; P9WIQ1; purified UGM, fluorescence polarization probe displacement; inhibition, % at 10 µM; actives 0.06% (n = 320,000); in the data active = inhibition above about 10%, passing the limit was not always enough
Target sequence (P9WIQ1 whole entry, looked up): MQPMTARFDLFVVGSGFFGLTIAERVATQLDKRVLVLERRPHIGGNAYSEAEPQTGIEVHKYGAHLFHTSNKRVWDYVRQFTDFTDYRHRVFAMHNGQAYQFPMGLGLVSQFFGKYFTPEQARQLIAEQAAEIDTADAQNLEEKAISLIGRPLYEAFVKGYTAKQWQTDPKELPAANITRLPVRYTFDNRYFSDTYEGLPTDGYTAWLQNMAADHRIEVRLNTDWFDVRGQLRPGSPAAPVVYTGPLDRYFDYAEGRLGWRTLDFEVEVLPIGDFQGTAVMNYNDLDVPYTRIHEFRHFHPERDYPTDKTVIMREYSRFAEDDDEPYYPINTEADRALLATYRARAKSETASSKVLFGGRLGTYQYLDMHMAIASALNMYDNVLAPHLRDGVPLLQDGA
BioA inh: blocks M. tuberculosis BioA enzyme activity; purified M. tuberculosis BioA enzyme, plate reader; actives 0.096% (n = 360,000); inhibition, % at 9.99 µM; in the data active = inhibition above about 40%
BH1578 lux ind: quorum light induction in luxS cqsA deficient V. cholerae. V. cholerae BH1578 lux reporter, luminescence, 6 h. activation, % at 18.7 µM. actives 0.16% (n = 350,000); in the data active = activation mostly above about 9.7%, no sharp cut-off; note: not every result past the cut was called active; inactives centre near 0; reference of the scale not given here
SARS 3CLpro inh: SARS-CoV 3CLpro protease inhibition | P0C6X7 | recombinant SARS-CoV 3CLpro, quenched FRET peptide cleavage | inhibition, % at 6 µM | actives 0.14% (n = 290,000); in the data active = inhibition above about 12%
FBA Mtb inh: Mtb fructose-bisphosphate aldolase inhibition. P9WQA3. purified M. tuberculosis FBA, fluorescence read-out. inhibition, % at 1 µM. actives 2.3% (n = 360,000). AID 588726; in the data active = inhibition above about 27%;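 note: 0% = vehicle and 100% = reference inhibitor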
Target sequence (P9WQA3 whole entry, looked up): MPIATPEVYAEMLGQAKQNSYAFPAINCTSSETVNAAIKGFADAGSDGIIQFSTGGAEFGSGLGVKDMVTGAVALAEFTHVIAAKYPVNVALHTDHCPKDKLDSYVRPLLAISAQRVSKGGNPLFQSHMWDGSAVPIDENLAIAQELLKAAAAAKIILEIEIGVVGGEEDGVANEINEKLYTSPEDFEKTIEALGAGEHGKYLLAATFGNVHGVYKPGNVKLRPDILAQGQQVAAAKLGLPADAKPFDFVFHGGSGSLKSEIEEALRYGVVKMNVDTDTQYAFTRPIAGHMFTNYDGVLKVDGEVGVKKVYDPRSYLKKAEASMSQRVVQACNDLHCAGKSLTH
GDH-TPI counter: GDH-TPI coupled enzyme inhibition counter-screen; actives 1.2% (n = 360,000); GDH-TPI coupled enzyme counterscreen, NADH absorbance; inhibition, % at 4.8 µM; in the data active = inhibition above about 30%;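 note: 0% = DMSO wells and 100% = wells lacking the enzyme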
Rv3671c inh: Rv3671c (M. tuberculosis) protease inhibition | P9WHR9 | inhibition, % at 5.96 µM | actives 0.048% (n = 320,000); in the data active = inhibition above about 38%;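 note: extracellular domain of Rv3671c used as enzyme; 0% = enzyme with DMSO and 100% = no enzyme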
Active calls of the source: *; i = inactive; nt = no result given; & = joins results of further samples. This is a subset (hit frequency here may not be typical).

SMILES	VHR inh abs	SSB-PriA inh	MazEF act	Mtb UGM inh	BioA inh	BH1578 lux ind	SARS 3CLpro inh	FBA Mtb inh	GDH-TPI counter	Rv3671c inh
CC(C)(C)NC(=O)Cn1cnc2cc([N+](=O)[O-])ccc2c1=O	3	4	18	-0.5	nt	i	0	-5	0	10
O=c1oc2cccnc2n1CCS(=O)(=O)c1ccc(F)cc1	2	-3	3	1.5	nt	-0.4	-1	39*	8	-4
CCOC(=O)/C=C/C(=O)N1CCc2ccccc21	1	2&-14	-17	-1.2	1.9	-0.6	8	-4	14	4
CC(=O)c1c(-c2ccccc2)c2ccccc2[nH]c1=O	22	-2	5	2.7	nt	0.4	1	-1	0	8
Cc1ccc(S(=O)(=O)N(CC(=O)NCc2cccnc2)C2CCCCC2)cc1	4	-7	0	1.6	nt	-0.3	1	-6	3	4
O=C1NC(=O)N(Cc2ccco2)C(=O)/C1=C/C=C/c1ccco1	15	-1	-105	-0.2	nt	3.7	6	-5	1	-12
Cc1cccc(CC(=O)N2CCC(N3CCC(C(=O)N4CCOCC4)CC3)CC2)c1	35	-11	0	-0.5	-1.2	-0.3	4	2	11	3
Cc1cccc(N(C(=O)Nc2ccc(Cl)cc2)C2=NCC(C)S2)n1 (configuration not stated)	48	-1	8	-1.1	0.3	-0.3	3	-2	-6	0
C=CCCC1(C2=CCCCC2)C(=O)NC(=O)NC1=O	nt	-9	5	nt	nt	i	nt	-2	-2	nt
O=C(NCc1ccc[n+](CCCCS(=O)(=O)[O-])c1)c1ccc(OC(F)F)cc1	1	nt	nt	1.6	nt	nt	2	nt	nt	-11
C[C@@H](NC(=O)[C@@H]1Cc2ccccc2CN1)C(=O)Nc1ccc2c(c1)OCO2	17	-1	0	-1.4	-1.2	-0.3	-2	0	8	-4
COc1ccc(N(C)S(=O)(=O)c2ccc3c(c2)NC(=O)CO3)c(OC)c1	-6	-10	-13	-1.0	-4.3	i	0	5	15	0
O=C(Cn1cncn1)c1ccccc1	-2	-10	6	-1.3	0.5	-0.3	-1	1	7	-7
O=C(NC1CCN(C(=O)Nc2ccccc2)CC1)C1CCCCC1	52*	2	9	0.6	-2.9	i	-2	5	1	-1
O=C(NCCCn1ccnc1)C(=O)NC1CCCCC1	19	1	-9	-4.1	nt	i	0	-1	-2	-2
CCN(CC)S(=O)(=O)c1cc(C)ccc1NC(=S)Nc1cccnc1	40	-9	-1	-1.4	1.1	-0.4	-4	4	6	5
Cc1ccc(C(=O)OCC(=O)NC(=O)c2ccc(C(C)(C)C)cc2)c(O)c1	nt	-6	-4	-0.3	-0.5	2.8	nt	-2	-5	4
CC(C)CCn1nnnc1CN1CCN(C(c2ccccc2)c2ccccc2)CC1	18	-20	-3	0.3	2.7	-0.2	1	-1	-9	-3
Cc1ccc(/C=N/NC(=O)c2nnn(-c3nonc3N)c2C(C)C)s1	-5	nt	1	0.0	0.5	-3.4	-3	0	12	-5
O=C(N/C(=C\c1ccccc1)C(=O)N1CCOCC1)c1ccccc1Br	0	7	10	-2.5	-1.0	-0.1	5	-1	3	1
CN1CCc2c([nH]c3ccccc23)C1	21	-3	-7	2.1	-1.1	-0.2	-3	2	5	2
CCOC(=O)Nc1ccc2c(c1)nc(CN1CCCCC1)n2C	13	nt	nt	-2.3	nt	-1.1	1	9	3	2
CCOC(=O)/C=C1\SCC(=O)N1CC(O)CN1C(=O)CS/C1=C\C(=O)OCC	13	-9	10	-3.8	-4.1	0.5	-7	5	9	3
O=C1C2C(C(=O)N1Cc1cccnc1)C1C=CC2C12CC2 (configuration not stated)	6	-11	-1	2.8	-2.6	-5.0	-5	-6	17	-11
O=C(Nc1c(-c2ccccc2)nc2c(Br)cc(Br)cn12)c1ccco1	14	-2	5	-0.9	nt	-0.3	-3	1	10	-8
CC1CCc2c(nc3ncnn3c2NCCN(C)C)C1 (configuration not stated)	-1	7	-9	0.0	nt	-0.2	-3	0	5	5
CC(=O)c1ccccc1Oc1ncnc(N)c1[N+](=O)[O-]	17	7	4	-1.1	-0.6	i	0	3	5	5
CCOc1ccccc1NC(=O)Nc1ccc(OC)nc1	24	-3	-34	0.4	-1.8	0.6	-1	0	10	nt
Cc1cccc(NC(=O)CN2C(=O)NC(Cc3ccccc3)C2=O)c1 (configuration not stated)	2	-9	1	-1.2	0.7	-1.1	7	0	-5	1
CCc1ccc(C(=O)OCC(=O)Nc2cccc(S(=O)(=O)NC3=NCCCCC3)c2)cc1	-2	1	4	-3.9	nt	-0.2	5	1	2	9
OC1(c2ccccc2)c2ccccc2-c2ncccc21 (configuration not stated)	4	10	1	-1.1	nt	-0.3	3	2	-2	5
O=C(NCc1ccc(Cl)cc1)C1CCN(S(=O)(=O)c2cc([N+](=O)[O-])ccc2Cl)CC1	9	4	-5	-0.7	1.0	i	5	-1	-7	-2
COc1ccc(Br)cc1CN1CCN(C(=O)Cc2ccccc2)CC1	29	-15	-1	-2.3	-0.6	0.3	0	2	3	2
Cc1oc(-c2ccc(Cl)cc2)nc1CS(=O)CC(=O)NC1CCCC1 (configuration not stated)	11	-4	-3	-1.5	-0.9	-0.5	2	-2	0	4
COc1ccc(NC(=O)CN(C)C(=O)CCCc2nc3ccccc3c(=O)[nH]2)cc1	nt	12	-3	2.4	-0.1	-1.4	nt	-1	-5	-5
CCCCn1c(N)c(N(CC(C)C)C(=O)c2ccc(C)c(S(=O)(=O)N3CCCCC3)c2)c(=O)[nH]c1=O	nt	1	-4	nt	nt	-2.4	nt	3	0	-7
CC(C)CCNC(=O)CN(C(=O)CCC(=O)Nc1nccs1)c1ccc2c(c1)OCCO2	19	-24	6	-0.2	-2.7	-0.4	-1	0	-5	6
CCSc1nc2sc3c(c2c(=O)n1-c1ccccc1)CCN(C)C3	18	11	7	2.2	3.0	0.7	-2	3	30	-5
O=c1cc(-c2ccccc2[N+](=O)[O-])oc2ccccc12	31	-5	8	1.2	nt	1.1	-1	0	-7	1
O=C1ON=C(c2ccc(Cl)c([N+](=O)[O-])c2)/C1=C/c1cccc([N+](=O)[O-])c1O	nt	-3	6	-0.1	1.0	-7.1	nt	1	5	1
COc1ccc(-n2c(SCC(=O)Nc3nccs3)nnc2-c2ccccc2)cc1	12	-21	-1	-0.6	-0.3	0.9	3	0	-9	-8
CCN(CC)CC(=O)Nc1c(Br)ccc2c1OCO2	19	-20	-9	-0.8	nt	-0.3	-3	-2	2	1
O=S(=O)(Nc1cccc(-c2ccc(N3CCCCCC3)nn2)c1)c1ccc(F)cc1	21	-8	18	-1.9	-0.3	-0.3	3	3	-4	-31
O=C(NNc1ccccc1)Nc1ccccc1F	7	-10	-9	0.4	nt	-0.2	0	1	9	-4
O=C1c2ccsc2SCCN1Cc1ccccc1Cl	25	-4	-1	1.3	nt	i	6	6	-7	-5
CCc1cccc(CC)c1NC(=S)N1CC2CC(C1)c1cccc(=O)n1C2 (configuration not stated)	10	1&-5	4	-2.2	nt	-0.1	-2	5	1	-1
CC1=NN(c2ccc(C)c(C)c2)C(=O)/C1=C\C=C\c1ccc([N+](=O)[O-])o1	9	-4	39	5.2	nt	-0.3	7	-3	2	2
Cc1cc(S(=O)(=O)Cc2noc(-c3c(C)noc3C)n2)c(C)cc1Cl	30	-9	0	-2.1	nt	-0.8	4	1	6	-3
Oc1ccc2ccccc2c1CN1CCCCC1	nt	-4	5	nt	0.3	i	nt	7	-9	nt
COC(=O)COc1ccc(Oc2cc(C)nc(SC)n2)nn1	-11	-24	3	4.7	nt	2.7	1	-3	-8	-3
CC1CCc2c(cnc3ncnn23)C1 (configuration not stated)	7	-20	1	1.2	1.3	0.7	3	4	-1	6
Nc1cccc2c1C(=O)N(Cc1cccc(Cl)c1)C2=O	16	-19	-26	1.3	nt	-0.4	2	8	11	-8
O=C(CCNC(=O)c1ccc(Br)cc1)NCC(c1ccco1)N1CCCCC1 (configuration not stated)	nt	-2	-4	0.7	0.4	0.3	nt	0	-2	-16
CCn1cc(C(=O)O)c(=O)c2cnc(N3CCN(C(=S)Nc4ccccc4)CC3)nc21	20	-9	3	-3.1	-3.6	-2.3	4	-1	18	3
CCOc1ccccc1C=NNc1ccc([N+](=O)[O-])cn1	nt	-13	-1	nt	-0.9	-2.7	nt	-1	7	nt
O=C(CSc1nnc2ccc(-c3ccc(Br)cc3)nn12)NCC1CCCO1 (configuration not stated)	nt	-14&-6	1	1.6	nt	-5.6	nt	9	4	1
CNC(=S)N1N=C(c2ccc(C)cc2)CC1c1ccc(OC)cc1 (configuration not stated)	18	17	-2	0.7	-0.7	nt	2	-2	24	-2
CC(=O)Nc1ccc(C(=O)CSc2nnc(-c3ccc(O)cc3)n2CC2CCCO2)cc1 (configuration not stated)	36	5	3	-0.9	0.7	0.9	-3	-1	-3	0
CCc1ccc(C(=O)COc2ccc(NC(C)=O)cc2)cc1	20	-4	8	-0.4	0.5	-5.6	-9	-5	-6	5
CCO[C@@H]1OC(C(N)=O)=C[C@H](c2coc3ccccc3c2=O)[C@H]1CCCO	18	-3	7	1.7	-3.0	i	nt	5	7	4

An excerpt from above, showing only MazEF act and BH1578 lux ind:
mol,MazEF act,BH1578 lux ind
CCn1cc(C(=O)O)c(=O)c2cnc(N3CCN(C(=S)Nc4ccccc4)CC3)nc21,3,-2.3
CCO[C@@H]1OC(C(N)=O)=C[C@H](c2coc3ccccc3c2=O)[C@H]1CCCO,7,i
CCc1ccc(C(=O)COc2ccc(NC(C)=O)cc2)cc1,8,-5.6
Nc1cccc2c1C(=O)N(Cc1cccc(Cl)c1)C2=O,-26,-0.4
CCOc1ccccc1C=NNc1ccc([N+](=O)[O-])cn1,-1,-2.7
CNC(=S)N1N=C(c2ccc(C)cc2)CC1c1ccc(OC)cc1 (configuration not stated),-2,nt
CC(=O)Nc1ccc(C(=O)CSc2nnc(-c3ccc(O)cc3)n2CC2CCCO2)cc1 (configuration not stated),3,0.9

3 structures from above, arranged by heavy-atom count, ascending.
SMILES	VHR inh abs	SSB-PriA inh	MazEF act	Mtb UGM inh	BioA inh	BH1578 lux ind	SARS 3CLpro inh	FBA Mtb inh	GDH-TPI counter	Rv3671c inh
Oc1ccc2ccccc2c1CN1CCCCC1	nt	-4	5	nt	0.3	i	nt	7	-9	nt
O=c1oc2cccnc2n1CCS(=O)(=O)c1ccc(F)cc1	2	-3	3	1.5	nt	-0.4	-1	39*	8	-4
O=C(NC1CCN(C(=O)Nc2ccccc2)CC1)C1CCCCC1	52*	2	9	0.6	-2.9	i	-2	5	1	-1

Next part:
SMILES	VHR inh abs	SSB-PriA inh	MazEF act	Mtb UGM inh	BioA inh	BH1578 lux ind	SARS 3CLpro inh	FBA Mtb inh	GDH-TPI counter	Rv3671c inh
CC(CCc1ccccc1)NC(=O)COC(=O)c1ccc([N+](=O)[O-])cc1 (configuration not stated)	-16	0	3	-1.5	-2.1	0.5	1	2	-6	9
Cc1cc(C)cc(NC(=S)NCC2CCCO2)c1 (configuration not stated)	-4	-6	8	3.1	2.1	i	-1	11	5	5
O=C(N/N=C/c1ccc([N+](=O)[O-])o1)c1cc2c(ccc3ccccc32)o1	104	nt	16	nt	nt	i	4	0	-3	nt
COc1ccc(CNc2nc3c(c(=O)[nH]c(=O)n3C)n2CCCc2ccccc2)cc1	19	-12	-32	0.7	0.1	nt	4	-3	-6	5
O=C(O)c1ccccc1NS(=O)(=O)c1ccc2ccccc2c1	-5	7	-17	2.7	-0.1	i	8	3	-1	2
COC(=O)C(NC(=O)CN1C(=O)c2ccccc2C1=O)c1ccc(O)c(OC)c1 (configuration not stated)	39	-1	9	-0.5	-0.5	-0.3	-6	2	-2	-9
Cc1ccc(/C=C/c2nnc(-c3ccc(C)cc3)o2)cc1	7	-9	-9	-1.3	0.4	i	-4	4	9	-12
CC(C)Cc1nnc(NC(=O)Nc2ccccc2)s1	17	-3	4	1.1	-1.3	-0.3	4	-1	10	-8
Cc1ccc(C)c(NC(=S)N2C3CCCC2CC(NC(=O)C2CC2)C3)c1 (configuration not stated)	-2	-9	1	1.2	4.9	-0.1	0	1	-4	-6
COc1ccc(C(=O)Nc2ccccc2C(=O)N2CCOCC2)cc1Br	16	-13	1	-1.8	-0.3	-0.3	0	0	1	-6
